IMPase Li cell = qHTS Assay for Identifying the Cell-Membrane Permeable IMPase Inhibitors: Potentiation with Lithium | CHO-M1 cells, IP1 TR-FRET (IP-One), carbachol + lithium | Potency, µM (doses to about 59.4 µM), for inactives: top-dose activity, negative = IMPase inhibition, hits mostly inhibitors | hit rate 0.35% among 210,000 | AID 1457, 2008;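 also: IP1 builds up when IMPase is blocked and the TR-FRET signal falls; potency is read from the fitted curve at half-maximal effect; plate controls were basal vehicle for no effect and high inhibitor control for full effect; nearly all actives have a fitted effect of over 50% in size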
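CHO cells stably expressing M1 receptor (2000/well, cultured 16–30 h) treated 30 min at 37C with compound plus low lithium. Cytosolic IP1 by TR-FRET (665/620 ratio and 620 channel) after 10 min lysis; AC50 by Hill fit.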
LMNA splice mod = qHTS Assay for Modulators of Lamin A Splicing. Potency, µM (series often up to 46.1 µM), inactives show top-dose ratio change, negative = inhibition, most hits filed as inhibitors. hit rate 0.01% among 200,000. HeLa LMNA splicing GFP/RFP minigene ratio, 48 h. AID 1487, 2009; active = well fitted inhibition curve with a large enough effect in the signal ratio, with a control signal flat, not every such curve was filed as active; inconclusive = small, poorly fitted or top-dose-only effect, or effect the other way, or a change in a side signal; the % refers to the signal ratio; also: potency is read from the fitted curve at half-maximal effect; % is scaled to controls: 0 for no effect and ±100 for the full control effect
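Read-out is the ratio of GFP to DsRed2 object intensity, acquired by 488 nm laser-scanning cytometry on HeLa lamin A-EGFP minigene reporter cells. Compound incubation 48 hrs at 37 °C in Opti-MEM with 2% FBS; DMSO 0.5% final.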
CBFb RUNX1 block = qHTS Assay for Compounds Blocking the Interaction Between CBF-beta and RUNX1 for the Treatment of Acute Myeloid Leukemia. Runt-related transcription factor 1 (Homo sapiens) + Core-binding factor subunit beta …. AID 1477, 2009. Potency, µM (highest dose often 59.8 µM), for inactives: at the top dose activity, negative = inhibition, usual class: inhibitors. 230,000 tested, under 10 active. AlphaScreen CBFb-His/RUNX1-biotin binding, biochemical; also: % of control where 0% means no effect
Target sequence (Q01196 whole entry, looked up): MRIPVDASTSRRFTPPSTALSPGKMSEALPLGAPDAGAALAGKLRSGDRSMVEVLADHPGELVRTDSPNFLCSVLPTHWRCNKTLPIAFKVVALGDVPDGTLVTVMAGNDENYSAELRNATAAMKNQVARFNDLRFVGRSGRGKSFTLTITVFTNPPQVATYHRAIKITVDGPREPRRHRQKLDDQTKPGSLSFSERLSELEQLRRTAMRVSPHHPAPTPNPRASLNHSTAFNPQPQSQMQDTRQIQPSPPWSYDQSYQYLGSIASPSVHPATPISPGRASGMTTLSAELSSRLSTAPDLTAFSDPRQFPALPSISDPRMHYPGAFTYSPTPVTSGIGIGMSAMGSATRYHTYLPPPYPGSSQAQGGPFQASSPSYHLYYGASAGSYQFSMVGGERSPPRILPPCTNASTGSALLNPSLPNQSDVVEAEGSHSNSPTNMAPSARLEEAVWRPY
Target sequence (Q13951 whole entry, looked up): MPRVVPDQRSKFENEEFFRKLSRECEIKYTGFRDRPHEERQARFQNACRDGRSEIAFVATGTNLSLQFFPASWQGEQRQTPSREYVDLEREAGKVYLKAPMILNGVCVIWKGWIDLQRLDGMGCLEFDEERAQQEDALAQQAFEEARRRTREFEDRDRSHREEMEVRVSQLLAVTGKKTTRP
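Bead-based AlphaScreen assay; binding partners His-tagged CBF-beta and biotinylated RUNX1 at 30 nM each. Compound exposure 15 min after a 20-min protein preincubation; bead step 90 min; all steps at room temperature.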
NPSR antag = qHTS Assay for Antagonists of the Neuropeptide S Receptor: cAMP Signal Transduction | Q6W5P4 | CHO-NPSR cells, cAMP TR-FRET, antagonist mode | Potency, µM (top dose mostly 38.3 µM), inactives show at the top dose activity change, negative = inhibition, usual class: inhibitors | hit rate 1% among 220,000; also: potency is read from the fitted curve at half-maximal effect; % is scaled to controls: 0 for no effect and ±100 for the full control effect; nearly all actives have a fitted effect of over 50% in size; many of its hits are not listed in these tables
Luc counter = Counterscreen for Luciferase (Kinase-Glo TM) Inhibition; Luciferin 4-monooxygenase (Photuris pensylvanica), Q27757; hit rate 0.28% among 200,000; Kinase-Glo luciferase, ATP luminescence, 8 min; AID 1379, 2008; Potency, µM (doses to about 38.3 µM), for the others: at the top dose activity change, negative = inhibition, usual class: inhibitors; also: potency is read from the fitted curve at half-maximal effect; % is scaled to controls: 0 for no effect and ±100 for the full control effect; nearly all actives have a fitted effect of over 60% in size
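Recombinant Kinase-Glo luciferase, 10 uM ATP (linear range), luciferin; imidazole pH 7.2 / KCl / MgCl2 / Tween / BSA buffer; 8 min RT; luminescence.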
GLA spleen mod = qHTS Assay for Inhibitors and Activators of Human alpha-Galactosidase From Spleen Homogenate. Alpha-galactosidase A (Homo sapiens), P06280. human spleen homogenate, 4MU-alpha-Gal fluorescence, 40 min. Potency, µM (titrated, usually from 80 µM), for the others: at the highest dose activity change, negative = inhibition, actives largely listed as inhibitors. hit rate 0.008% among 240,000;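 also: potency is read from the fitted curve at half-maximal effect; 0% = enzyme with vehicle and -100% = no enzyme basal signal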
Target sequence (P06280 32-429 limits assumed): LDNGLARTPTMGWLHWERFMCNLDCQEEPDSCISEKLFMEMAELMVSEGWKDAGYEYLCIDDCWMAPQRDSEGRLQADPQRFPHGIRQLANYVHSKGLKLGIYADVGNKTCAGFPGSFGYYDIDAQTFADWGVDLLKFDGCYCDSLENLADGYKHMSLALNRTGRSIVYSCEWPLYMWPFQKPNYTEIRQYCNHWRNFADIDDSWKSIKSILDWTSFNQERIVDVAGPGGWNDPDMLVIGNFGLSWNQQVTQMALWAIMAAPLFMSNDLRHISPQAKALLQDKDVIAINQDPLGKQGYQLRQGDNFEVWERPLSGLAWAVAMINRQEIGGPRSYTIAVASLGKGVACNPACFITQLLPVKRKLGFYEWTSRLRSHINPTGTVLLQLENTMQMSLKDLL
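Fluorogenic readout (Ex 365/Em 440 nm) of 4-methylumbelliferone released from 1 mM 4-MU-alpha-galactoside by spleen homogenate, 40 min at 37C, pH 5.0. Data normalized to no-enzyme and enzyme controls; Hill-equation AC50 from compound titrations.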
Epigenetic derep = Quantitative High-Throughput Screen for Regulators of Epigenetic Control; murine LDR cells, GFP reporter derepression, 30 h; Potency, µM (series often up to 53.9 µM), for inactives: at the highest dose GFP activation, usual class: activators; hit rate 0.2% among 280,000; also: potency is read from the fitted curve at half-maximal effect; % of control where 0% means no effect; nearly all actives have a fitted effect of over 60% in size
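Murine LDR cells bearing a silenced CMV-driven GFP reporter were exposed to compound for 30 h at 37 C. After PBS washes, GFP-positive cells (20-120 um objects) counted by laser-scanning microplate cytometry.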
Active calls of the source: *; ? = inconclusive; nt = not tested or not shown; & = joins results of further samples; [ ] = dose if it differs, or a comment. Unless noted, calls follow the shape of the dose curve; as a rule, active = well fitted curve in the direction sought with a large enough effect; inconclusive = small, poorly fitted or top-dose-only effect, or another doubt; inactive = no such curve, though single readings can be large; an effect the other way counts as inactive or inconclusive. This is a subset, so the mix of outcomes need not match the whole.

SMILES	IMPase Li cell	LMNA splice mod	CBFb RUNX1 block	NPSR antag	Luc counter	GLA spleen mod	Epigenetic derep
O=C(CSc1ccc(-c2ccccn2)nn1)N1CCCc2ccccc21	10%	-23%[46 µM]	?	6%	2%	4%	-3.6%
CCC(=O)N1CCN(c2ccccc2NC(=S)NC(=O)c2cccc([N+](=O)[O-])c2)CC1	14%	?	?	-41%	-2%	6%	-0.4%
CCOC(=O)c1c(C)nc(C)c(C(=O)OCC)c1-c1ccccc1	-9%[38.3 µM]	?	12%	?	10%	6%	2.2%
O=C(O)c1ccc(Cn2c(SCc3cc(=O)n4cc(Br)ccc4n3)nc3ccsc3c2=O)cc1	?	-17%[46 µM]	8%	10µM*	2%	18%	-6.4%
Cc1c(NC(=O)CSc2nnc(COc3ccccc3)n2-c2ccccc2)c(=O)n(-c2ccccc2)n1C	-4%[38.3 µM]	3%	6%	-6%[46.1 µM]	-6%	3%	3.7%
COC(=O)c1cccc(NC(=O)c2cc3sccc3n2C)c1	-4%[38.3 µM]	1%	0%	0%[46.1 µM]	1%	2%	-0.1%
O=C(CSc1nc2ccccc2s1)N1N=C(c2cccs2)CC1c1ccc(F)cc1 (configuration not stated)	4%	-2%	4%	-10%[46.1 µM]	2%	3%	3.3%
Nc1cc(N)nc(SCc2ccccc2)n1	18%[38.3 µM]	-16%	10%	-2%[46.1 µM]	-2%	-13%	4.1%
O=C(Nc1ccccc1)c1ccccc1OCc1cccc([N+](=O)[O-])c1	9%	-1%	-1%	-33%	-1%	-7%	0.0%
O=C(C1CCN(S(=O)(=O)c2cccc([N+](=O)[O-])c2)CC1)N1CCOCC1	6%	10%[46 µM]	-4%	-14%	-1%	-3%	-4.2%
CC1=[N+](CC(=O)NC(C)(C)C)CCc2ccccc21	16%	-7%	18%	6%	12%	1%	-1.0%
COC(=O)Cn1c(=NC(=O)CSCC(=O)Nc2cc(C)on2)sc2cc(C(=O)OC)ccc21	-1%	nt	5%	24%	nt	3%	12%
COc1cccc(C(=O)NC(C)c2ccc(Br)cc2)c1 (configuration not stated)	-1%	6%	2%	-18%	-2%	0%	-0.9%
CCOc1cc(/C=N/N=C2/NC(=O)C(CC(=O)O)S2)ccc1OCc1ccccc1Cl (configuration not stated)	-1%	nt	23%	6%	-2%	1%	-5.7%
CCN1C/C(=C/c2cccc([N+](=O)[O-])c2)C(=O)/C(=C/c2cccc([N+](=O)[O-])c2)C1	14%	?	3%	2.5µM*	-2%	-6%	-1.8%
O=C(Oc1ccc2cc(Br)ccc2c1)c1cccnc1	-9%[38.3 µM]	6%	0%	10%[46.1 µM]	-4%	4%	-1.9%
CNc1sc(C(=O)c2ccc(F)cc2)c(N)c1-c1nc2ccccc2s1	-15%[38.3 µM]	?	?	?	0%	-16%	0.9%
CCN1c2ccccc2NC2C1C(C(C)=O)C(=O)N2c1ccc(Cl)cc1 (configuration not stated)	-6%[38.3 µM]	?	-15%	-3%[46.1 µM]	-2%	0%	25µM*
COc1cnn(C(C)(C)C)c(=O)c1Cl	11%[38.3 µM]	4%	4%	9%[46.1 µM]	-3%	4%	3.2%
CC(C)OC(=O)c1cc(-c2ccc(C=O)o2)ccc1Cl	-16%	?	-2%	-24%	1%	-5%	-0.9%
CCN(Cc1nc(-c2cccc(Cl)c2)no1)CC1CCCO1 (configuration not stated)	2%	nt	22%	14%	1%	3%	0.5%
Cc1sc2nc(CSCC(=O)Nc3ccc(N4CCOCC4)cc3)[nH]c(=O)c2c1C	nt	nt	-3%	-25%	nt	8%	4.5%
OC1(c2ccccc2)CN(c2ccccc2)C2=[N+]1CCS2 (configuration not stated)	14%	-10%	1%	-3%	1%	6%	-1.1%
COc1ccc(N2CC(C(=O)Nc3ncccc3C)CC2=O)cc1 (configuration not stated)	-7%[38.3 µM]	-5%	4%	-4%[46.1 µM]	-1%	6%	-0.7%
Cc1cc(C)n2cc(CSCc3ccco3)nc2n1	-2%	-11%	11%	-7%[46.1 µM]	4%	3%	1.2%

Further entries:
SMILES	IMPase Li cell	LMNA splice mod	CBFb RUNX1 block	NPSR antag	Luc counter	GLA spleen mod	Epigenetic derep
COc1cc(OC)cc(C(=O)N2CCC(N3CCN(c4ccccc4OC)CC3)CC2)c1	4%	?	4%	9%	5%	-1%	0.9%
CN(C)S(=O)(=O)c1cc(C(=O)OCCn2cnc3c2c(=O)n(C)c(=O)n3C)ccc1Cl	10%	-9%[46 µM]	3%	15%	2%	5%	-0.4%
Cc1cc(C)n(-c2nc3nonc3nc2Nc2cccc(C)c2C)n1	3%[38.3 µM]	0%	0%	-7%[46.1 µM]	-3%	7%	0.0%
COC(C[C@H](O)C[C@H](O)COCc1ccccc1)OC	nt	nt	15%	22%	nt	2%	1.6%
CNC(=S)c1cc(C(C)(C)C)c(O)c(C(C)(C)C)c1	nt	nt	-4%	11%[7.67 µM]	nt	-4%	-1.4%
COCc1nnc(NC(=O)c2cc(C(=O)OC)cc([N+](=O)[O-])c2)s1	4%	0%	6%	-13%	2%	2%	2.3%
Cc1nc2cnc(N(C)C)nc2n(C)c1=O	3%	nt	nt	nt	1%	15%	nt
O=C(NCc1ccco1)c1ccc(-c2ccc(Cl)cc2)o1	4%	0%[9.22 µM]	-8%	-8%	-6%	-7%	0.9%
COc1ccc(C(=O)c2ccccc2O)c(O)c1	28%&8%	?	-4%	nt	-4%	14%	-0.5%
COc1ccc(C(=O)N/N=C(\CCC(=O)O)c2ccc(C(C)(C)C)cc2)cc1OC	1%	?	5%	13%	3%	2%	2.4%
COc1cc(S(=O)(=O)Nc2c(C)cc(C)cc2C)ccc1Cl	7%[38.3 µM]	20%	0%	-19%[46.1 µM]	2%	-12%	14%
CCOC(=O)C1=C(C(F)(F)F)Nc2ncnn2C1c1cccc(OC)c1OC (configuration not stated)	-6%	12%[46 µM]	5%	8%	2%	-11%	-1.1%&0.0%
CC(C)CNC(C(=O)Nc1ccc([N+](=O)[O-])cc1Br)c1ccccc1 (configuration not stated)	19%	?	-15%	-23%[46.1 µM]	-2%	10%	0.0%
CCCn1c(N2CCN(CC(=O)c3c[nH]c4ccccc34)CC2)nc2c1c(=O)[nH]c(=O)n2C	2%[38.3 µM]	-9%	7%	-7%[46.1 µM]	-1%	6%	-0.5%
Cc1ccc(S(=O)(=O)N2CCN(C)CC2)cc1-c1nnc2c3ccccc3c(C)nn12	nt	3%	4%	-15%[46.1 µM]	nt	7%	0.0%
CCc1ccc(C2c3[nH]c4ccccc4c3CCN2C(=O)c2cc[n+]([O-])cc2)cc1 (configuration not stated)	nt	nt	-17%	-17%	nt	-1%	1.3%
COc1ccc(CNCCNC(=O)c2cccs2)c(OC)c1OC	7%	8%[46 µM]	5%	-10%	-1%	-19%	-0.1%
O=C(CSc1ccccn1)Nc1ccc2c(c1)C(=O)c1ccccc1C2=O	-6%	-7%	5%	-54%	2%	2%	0.0%
COCCN(CCOC)S(=O)(=O)c1ccc(C(=O)Nc2nnc(C)o2)cc1	25%[38.3 µM]	-3%	?	?	1%	4%	-1.0%
O=C(CCC(=O)c1cccs1)OCC(=O)N1CCN(S(=O)(=O)c2ccccc2)CC1	3%[38.3 µM]	-7%	-1%	-6%[46.1 µM]	11%	4%	-5.4%
O=C(CSC1=NCCN1)C1COc2ccccc2O1 (configuration not stated)	21%[38.3 µM]	-5%	0%	-4%[46.1 µM]	2%	-25%	0.0%
COc1ccc(OC)c(NC(=O)C2CC(=O)N(c3ccc(Br)cc3)C2)c1 (configuration not stated)	21%[38.3 µM]	-10%	7%	-19%[46.1 µM]	2%	-6%	0.0%
Cc1cc(C)cc(OCC(=O)NC2CCCc3ccccc32)c1 (configuration not stated)	22%	?	-5%	-19%[46.1 µM]	-1%	19%	0.0%
COCCCNC(=O)c1cccs1	28%[38.3 µM]	5%	1%	4%[46.1 µM]	-3%	-8%	-0.7%
Cc1ccc(O)c(NC(=O)c2noc3c2CCc2ccccc2-3)c1	-4%	22%[46 µM]	6%	-28%	-19%	2%	1.5%
Cc1nc2ccccn2c1C(=O)NNS(=O)(=O)c1ccc(Cl)cc1	nt	nt	11%	-15%	nt	1%	1.1%

A run of entries of the results above, as a working copy:
SMILES	IMPase Li cell	LMNA splice mod	CBFb RUNX1 block	NPSR antag	Luc counter	GLA spleen mod	Epigenetic derep
COCCN(CCOC)S(=O)(=O)c1ccc(C(=O)Nc2nnc(C)o2)cc1	25%[38.3 µM]	-3%	?	?	1%	4%	-1.0%
O=C(CCC(=O)c1cccs1)OCC(=O)N1CCN(S(=O)(=O)c2ccccc2)CC1	3%[38.3 µM]	-7%	-1%	-6%[46.1 µM]	11%	4%	-5.4%
O=C(CSC1=NCCN1)C1COc2ccccc2O1 (configuration not stated)	21%[38.3 µM]	-5%	0%	-4%[46.1 µM]	2%	-25%	0.0%
COc1ccc(OC)c(NC(=O)C2CC(=O)N(c3ccc(Br)cc3)C2)c1 (configuration not stated)	21%[38.3 µM]	-10%	7%	-19%[46.1 µM]	2%	-6%	0.0%
Cc1cc(C)cc(OCC(=O)NC2CCCc3ccccc32)c1 (configuration not stated)	22%	?	-5%	-19%[46.1 µM]	-1%	19%	0.0%
COCCCNC(=O)c1cccs1	28%[38.3 µM]	5%	1%	4%[46.1 µM]	-3%	-8%	-0.7%
Cc1ccc(O)c(NC(=O)c2noc3c2CCc2ccccc2-3)c1	-4%	22%[46 µM]	6%	-28%	-19%	2%	1.5%
Cc1nc2ccccn2c1C(=O)NNS(=O)(=O)c1ccc(Cl)cc1	nt	nt	11%	-15%	nt	1%	1.1%

High-throughput results: PubChem BioAssay, National Center for Advancing Translational Sciences (NCATS)
